Compound activity deposited in PubChem by PCMD.
AP complement: orthogonal test for alternative complement pathway inhibitors; Human serum alternative complement pathway, LPS-coated ELISA, C3 deposition; tested in compound mixtures; inhibition, % at 5 µM; 62,000 tested, 0.08% active;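 active = inhibition above 30% in each of the two pooled mixtures holding the compound, so the lower value exceeds 30%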;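 also: 0% = serum in Mg-EGTA without compound and 100% = EDTA serum blank; some compounds past the cut are filed as inactive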
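Medium: diluted human serum in Mg2+-EGTA GVB++. Assay system: human serum complement alternative pathway, C3 deposition onto LPS. Also added: Plate-bound LPS. Technique: Anti-C3 ELISA, OD 450 nm. Measure: percent inhibition. Incubation: 1 h at 37 °C. Dosing: 5 µM each compound, pools of ten, 50 µM per pool.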
CatL inh: blocks human cathepsin L protease activity; purified cathepsin L, fluorogenic substrate, fluorescence; P07711; inhibition, %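 (tested at 10 µM)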; 58,000 tested, 0.17% active; AID 460; in the data active = inhibition above about 45%;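 also: 0% = enzyme with no compound and 100% = no enzyme blank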
CatB mixtures: human cathepsin B inhibition by mixtures; P07858; 62,000 tested, 0.06% active; Purified cathepsin B, AMC dipeptide fluorescence, compound mixtures; inhibition, %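 (ten-compound pools at 5 µM per compound and 50 µM total)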; in the data active = inhibition above about 22%, passing the limit was not always enough;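 also: 0% = enzyme without compound and 100% = no enzyme blank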
CatB block: human cathepsin B inhibition; 63,000 tested, 0.1% active; purified cathepsin B, fluorogenic substrate, fluorescence; AID 453; inhibition, %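 (tested at 10 µM)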; in the data active = inhibition above about 21%;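 also: 0% = enzyme with no compound and 100% = no enzyme blank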
Ec RNAP inh: blocks E. coli RNA polymerase transcription. P0A8V2. 62,000 tested, 0.2% active. inhibition, %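 (tested at 10 µM)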. fluorescence transcription assay. AID 559; in the data active = inhibition above about 20%;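 also: 0% = enzyme without compound and 100% = no enzyme blank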
FXIa inh mix: inhibitors of human coagulation factor XIa, pooled mixtures. P03951. purified FXIa, fluorogenic substrate. inhibition, % at 5 µM. 62,000 tested, 0.19% active. AID 680; in the data active = inhibition above about 20%, passing the limit was not always enough;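 also: each value is inhibition by a whole ten-compound pool holding the compound; 0% = enzyme with no mixture and 100% = wells lacking enzyme; strong numbers were not always called active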
Target sequence (P03951 19-387 limits assumed): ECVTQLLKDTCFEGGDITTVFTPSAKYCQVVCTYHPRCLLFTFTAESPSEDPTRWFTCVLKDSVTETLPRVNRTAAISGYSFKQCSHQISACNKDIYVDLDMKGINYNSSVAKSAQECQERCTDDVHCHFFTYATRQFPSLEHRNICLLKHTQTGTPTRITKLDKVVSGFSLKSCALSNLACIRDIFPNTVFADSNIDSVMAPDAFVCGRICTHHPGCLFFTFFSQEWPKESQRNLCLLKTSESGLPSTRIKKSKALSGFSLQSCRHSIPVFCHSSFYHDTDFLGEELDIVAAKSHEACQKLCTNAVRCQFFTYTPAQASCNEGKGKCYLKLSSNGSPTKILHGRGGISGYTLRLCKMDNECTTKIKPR
Target sequence (P03951 388-625 limits assumed): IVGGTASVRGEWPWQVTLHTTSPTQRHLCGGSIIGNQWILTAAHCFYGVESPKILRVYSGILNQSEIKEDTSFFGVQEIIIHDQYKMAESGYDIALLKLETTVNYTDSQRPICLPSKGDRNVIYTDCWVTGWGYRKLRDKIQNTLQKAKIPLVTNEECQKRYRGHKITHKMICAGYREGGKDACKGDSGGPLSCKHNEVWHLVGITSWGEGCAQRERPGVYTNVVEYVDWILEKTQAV
CatS inh: blocks human cathepsin S protease activity. P25774. recombinant cathepsin S, AMC dipeptide fluorescence, pooled mixtures. inhibition, %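 (tested at 5 µM per compound within 10-compound mixtures)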. 62,000 tested, 0.06% active. AID 501; in the data active = inhibition above about 32%, passing the limit was not always enough;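 also: 0% = enzyme without compound and 100% = blank without enzyme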
Target sequence (P25774 115-331 limits assumed): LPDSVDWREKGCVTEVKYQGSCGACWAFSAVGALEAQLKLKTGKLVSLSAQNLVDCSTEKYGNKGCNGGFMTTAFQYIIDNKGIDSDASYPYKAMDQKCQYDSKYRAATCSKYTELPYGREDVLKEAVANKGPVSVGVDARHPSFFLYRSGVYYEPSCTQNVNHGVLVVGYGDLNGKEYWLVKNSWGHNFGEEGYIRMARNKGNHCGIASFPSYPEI
C1s block: blocks human complement C1s protease activity. 62,000 tested, 0.16% active. mean inhibition % of two 10-compound mixtures (hits give high values), % at 5 µM (by protocol). P09871. purified C1s, fluorogenic AMC substrate, pooled mixtures. AID 538;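 active = inhibition above 20% in each of the two 10-compound mixture wells holding the compound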;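 also: 0% = enzyme wells lacking compound mixture and 100% = no-enzyme blank wells; some compounds called inactive have numbers as strong as hits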
Cathepsin G inh: cathepsin G (human) inhibition; P08311; purified enzyme, AMC-tetrapeptide fluorescence, pooled mixtures; inhibition, % at 5 µM (by protocol); 62,000 tested, 0.2% active; AID 581;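 active = inhibition above 20% in each of the two mixture wells holding the compound; inactive = inhibition of 20% or less in either well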;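 also: 0% = enzyme control without mixture and 100% = blank lacking enzyme; strong numbers were not always called active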
Starred values were filed as active, the others as inactive. The list is partial, so the mix of outcomes need not match the whole.

Screening CCOC(=O)C(C)Sc1nnc(Cc2cc(=O)[nH]c(=O)[nH]2)n1-c1ccc(OCC)cc1 (centres undefined) returned AP complement 17, CatL inh -3, CatB mixtures 2, CatB block 3, Ec RNAP inh 1, FXIa inh mix 1, CatS inh -2, C1s block 2 and Cathepsin G inh 7.
Screening CCCOc1ccc(C2/C(=C(\O)c3c(C)[nH]c(C(=O)OC)c3C)C(=O)C(=O)N2CCN(C)C)cc1 (centres undefined) returned AP complement -2, CatL inh 1, CatB mixtures -6, CatB block 10, Ec RNAP inh 3, FXIa inh mix -6, CatS inh -7, C1s block -26 and Cathepsin G inh 5.
For COc1cccc(-c2noc(N)c2C#N)c1 the results were AP complement 13, CatL inh 7, CatB mixtures -6, CatB block -8, Ec RNAP inh 6, FXIa inh mix -50, CatS inh -19, C1s block -29 and Cathepsin G inh -23.
Cc1ccc(CN(C(=O)c2c(F)cccc2F)C2CC(C)(C)NC(C)(C)C2)o1 was read as AP complement 6, CatL inh 31, CatB mixtures 2, CatB block -1, Ec RNAP inh 7, FXIa inh mix 0, CatS inh 12, C1s block 16 and Cathepsin G inh 13.
`CCOC(=O)N1CCN(C(=O)c2ccc(CN(c3ccc(C)c(C)c3)S(C)(=O)=O)cc2)CC1` gave AP complement 23, CatL inh -9, CatB mixtures 34, CatB block -5, Ec RNAP inh 1, FXIa inh mix 34, CatS inh 5, C1s block 4 and Cathepsin G inh 11.
Screening O=C(NCc1ccccc1)C(c1cccnc1)N(Cc1ccco1)C(=O)c1ccccn1 (centres undefined) returned AP complement -14, CatL inh 8, CatB mixtures 2, CatB block 0, Ec RNAP inh 6, FXIa inh mix 2, CatS inh 0, C1s block 3 and Cathepsin G inh -5.
Screening Brc1cccc(-c2nnc3n2CCCCC3)c1 returned AP complement 14, CatL inh -5, CatB mixtures 3, CatB block 6, Ec RNAP inh 9, FXIa inh mix 6, CatS inh -2, C1s block 10 and Cathepsin G inh 14.
Cc1ccc(CCP(=O)(O)CN2CCCCC2)cn1 was read as AP complement 2, CatL inh 10, CatB mixtures -6, CatB block 3, Ec RNAP inh 13, FXIa inh mix 9, CatS inh 16, C1s block 4 and Cathepsin G inh 12.
For CCOC(=O)C1=C(C)Nc2ncnn2C1c1ccc2c(c1)OCO2 (centres undefined) the results were AP complement 6, CatL inh 12, CatB mixtures 3, CatB block 3, Ec RNAP inh 9, FXIa inh mix 6, CatS inh -3, C1s block 3 and Cathepsin G inh 9.
O=S(=O)(Nc1nccs1)c1ccc2c(c1)OCCO2 was read as AP complement -8, CatL inh 19, CatB mixtures 0, CatB block 6, Ec RNAP inh 9, FXIa inh mix 1, CatS inh 13, C1s block 1 and Cathepsin G inh 14.
C=CCn1c(=O)c(C(=O)NCCNCC)c(O)c2ccccc21 was read as AP complement -3, CatL inh 26, CatB mixtures 1, CatB block 2, Ec RNAP inh 2, FXIa inh mix 10, CatS inh 5, C1s block -5 and Cathepsin G inh 1.
CC(=O)c1sc(NC(=O)C2COc3ccccc3O2)nc1C (centres undefined) was read as AP complement -4, CatL inh 27, CatB mixtures -6, CatB block 0, Ec RNAP inh 7, FXIa inh mix -2, CatS inh 5, C1s block 1 and Cathepsin G inh 6.
`Cc1c(NC(=O)c2ccc3c(c2)OCO3)cccc1-c1nc2ncccc2o1` gave AP complement 21, CatL inh 5, CatB mixtures 4, CatB block 4, Ec RNAP inh 9, FXIa inh mix 7, CatS inh -2, C1s block 10 and Cathepsin G inh 9.
Screening O=C(OCc1cc(=O)n2cc(Br)ccc2n1)C1COc2ccccc2O1 (centres undefined) returned AP complement -2, CatL inh 9, CatB mixtures -1, CatB block -3, Ec RNAP inh 4, FXIa inh mix 1, CatS inh 11, C1s block 3 and Cathepsin G inh 2.
O=C(CN1CCOCC1)Nc1cccc(C(=O)Nc2cccc(C(F)(F)F)c2)c1 was read as AP complement 10, CatL inh 0, CatB mixtures -7, CatB block 2, Ec RNAP inh 5, FXIa inh mix -4, CatS inh -3, C1s block -3 and Cathepsin G inh 6.
For Cc1ccc(N(CC(=O)NC2CC3CCC2C3)S(C)(=O)=O)cc1C (centres undefined) the results were AP complement 20, CatL inh -10, CatB mixtures 4, CatB block 0, Ec RNAP inh 1, FXIa inh mix 10, CatS inh -3, C1s block 18 and Cathepsin G inh 11.
CCc1ccc(CNC(=O)CN2C(=O)COc3ccccc32)cc1 was read as AP complement -1, CatL inh 4, CatB mixtures -1, CatB block 3, Ec RNAP inh 5, FXIa inh mix 4, CatS inh 8, C1s block 4 and Cathepsin G inh 3.
For O=C(CN1C(=O)C2CC=CCC2C1=O)Nc1nccs1 (centres undefined) the results were AP complement 9, CatL inh 27, CatB mixtures 1, CatB block 7, Ec RNAP inh 6, FXIa inh mix 3, CatS inh 2, C1s block 12 and Cathepsin G inh 7.
CC(=O)Nc1ccc(NC(=O)Oc2ccccc2)cc1 was read as AP complement 26, CatL inh 15, CatB mixtures -1, CatB block -2, Ec RNAP inh 10, FXIa inh mix 6, CatS inh 9, C1s block 1 and Cathepsin G inh -1.
Cc1ccc(S(=O)(=O)N2CCOCC2)cc1C(=O)NCc1ccc(F)cc1 was read as AP complement 7, CatL inh 8, CatB mixtures 2, CatB block -1, Ec RNAP inh 1, FXIa inh mix -1, CatS inh 0, C1s block 2 and Cathepsin G inh -1.
`CCC(=O)Nc1nonc1-c1nc2ccccc2n1CC(C)C` gave AP complement 8, CatL inh -5, CatB mixtures 2, CatB block 0, Ec RNAP inh -1, FXIa inh mix -2, CatS inh 0, C1s block 19 and Cathepsin G inh 8.
`COc1ccc(C2C3=C(CC(C)(C)CC3=O)Oc3ncn(CCCn4ccnc4)c(=N)c32)cc1` (centres undefined) gave AP complement -1, CatL inh 10, CatB mixtures 6, CatB block -2, Ec RNAP inh 8, FXIa inh mix 14, CatS inh 13, C1s block 2 and Cathepsin G inh 2.
Screening CCOc1ccc2nc(NS(C)(=O)=O)sc2c1 returned AP complement 16, CatL inh 9, CatB mixtures 2, CatB block 1, Ec RNAP inh -2, FXIa inh mix 0, CatS inh -1, C1s block 2 and Cathepsin G inh 10.
COC(=O)[C@@H](NC(=O)NC1CCN(Cc2ccccc2)CC1)C(C)C was read as AP complement 10, CatL inh 7, CatB mixtures 9, CatB block 7, Ec RNAP inh 13, FXIa inh mix 1, CatS inh 13, C1s block -10 and Cathepsin G inh 10.
Cc1ccc(-n2c(SCC(=O)N3CCOCC3)nnc2-c2cccnc2)cc1 was read as AP complement 19, CatL inh 2, CatB mixtures 2, CatB block 1, Ec RNAP inh 2, FXIa inh mix 9, CatS inh 6, C1s block -13 and Cathepsin G inh 6.
For FC(F)(F)c1nnc2ccc(N3CCCCCC3)nn12 the results were AP complement 9, CatL inh 3, CatB mixtures 4, CatB block -4, Ec RNAP inh 6, FXIa inh mix 3, CatS inh 1, C1s block 15 and Cathepsin G inh 10.
CCN1CCCC1CNC(=O)c1cc2c(C)nc3ccccc3c2o1 (centres undefined) was read as AP complement 11, CatL inh -8, CatB mixtures 0, CatB block -2, Ec RNAP inh 0, FXIa inh mix 10, CatS inh -1, C1s block 5 and Cathepsin G inh 2.
For CCOC(=O)C1CCN(S(=O)(=O)c2cccc(-c3cn4cccnc4n3)c2)CC1 the results were AP complement 1, CatB mixtures -4, CatB block 0, Ec RNAP inh 3, FXIa inh mix 0, CatS inh 7, C1s block -65 and Cathepsin G inh 3.
Screening OCc1ccccc1CNCc1ccccc1 returned AP complement 5, CatL inh 2, CatB mixtures 7, CatB block 2, Ec RNAP inh 7, FXIa inh mix 3, CatS inh 14, C1s block -4 and Cathepsin G inh 1.
For Cn1cccc1Cc1nnc(SCC(=O)Nc2ccccc2)n1-c1ccc(F)cc1 the results were AP complement 13, CatL inh 0, CatB mixtures 15, CatB block -2, Ec RNAP inh 4, FXIa inh mix 15, CatS inh 8, C1s block 23 and Cathepsin G inh 20.
For Cc1cccn2cc(CCNS(=O)(=O)c3ccc4c(c3)OCCO4)nc12 the results were AP complement 14, CatL inh 3, CatB mixtures 3, CatB block -1, Ec RNAP inh 0, FXIa inh mix 0, CatS inh 1, C1s block 0 and Cathepsin G inh 8.
Screening CCOC(=O)N1CCC(NCCNC(=O)c2ccc(Cl)cc2)CC1 returned AP complement 18, CatB mixtures 3, CatB block -2, Ec RNAP inh -1, FXIa inh mix 6, CatS inh -3, C1s block -16 and Cathepsin G inh 0.
Screening CCC1Oc2ccc(Cl)cc2N(CC(=O)O)C1=O (centres undefined) returned AP complement 7, CatL inh 8, CatB mixtures 5, CatB block 3, Ec RNAP inh 3, FXIa inh mix -2, CatS inh -2, C1s block 57 and Cathepsin G inh 11.
For COc1ccccc1NCN1C(=O)CCC1=O the results were AP complement -1, CatL inh 29, CatB mixtures 0, CatB block -4, Ec RNAP inh -2, FXIa inh mix 17, CatS inh 10, C1s block 2 and Cathepsin G inh 3.
COc1ccc(NC(=O)CSc2nnc(-c3ccccc3)n2Cc2ccco2)c(OC)c1 was read as AP complement -3, CatL inh -2, CatB mixtures 2, CatB block 0, Ec RNAP inh 5, FXIa inh mix 2, CatS inh 10, C1s block -1 and Cathepsin G inh -1.
For CC1(C)CC(=O)C2=C(C1)OC(N)=C(C#N)C2c1cccc(OC(=O)c2ccco2)c1 (centres undefined) the results were AP complement 12, CatL inh 4, CatB mixtures -2, CatB block 0, Ec RNAP inh 8, FXIa inh mix 1, CatS inh -7, C1s block -103 and Cathepsin G inh -3.
For COc1ccc(N(CC(=O)O)S(=O)(=O)c2cccnc2)cc1 the results were AP complement 10, CatL inh 8, CatB mixtures 4, CatB block -2, Ec RNAP inh 4, FXIa inh mix 1, CatS inh -2, C1s block -1 and Cathepsin G inh 7.

An excerpt from further up, for reference:
Screening CCC1Oc2ccc(Cl)cc2N(CC(=O)O)C1=O (centres undefined) returned AP complement 7, CatL inh 8, CatB mixtures 5, CatB block 3, Ec RNAP inh 3, FXIa inh mix -2, CatS inh -2, C1s block 57 and Cathepsin G inh 11.
For COc1ccccc1NCN1C(=O)CCC1=O the results were AP complement -1, CatL inh 29, CatB mixtures 0, CatB block -4, Ec RNAP inh -2, FXIa inh mix 17, CatS inh 10, C1s block 2 and Cathepsin G inh 3.
COc1ccc(NC(=O)CSc2nnc(-c3ccccc3)n2Cc2ccco2)c(OC)c1 was read as AP complement -3, CatL inh -2, CatB mixtures 2, CatB block 0, Ec RNAP inh 5, FXIa inh mix 2, CatS inh 10, C1s block -1 and Cathepsin G inh -1.
For CC1(C)CC(=O)C2=C(C1)OC(N)=C(C#N)C2c1cccc(OC(=O)c2ccco2)c1 (centres undefined) the results were AP complement 12, CatL inh 4, CatB mixtures -2, CatB block 0, Ec RNAP inh 8, FXIa inh mix 1, CatS inh -7, C1s block -103 and Cathepsin G inh -3.
For COc1ccc(N(CC(=O)O)S(=O)(=O)c2cccnc2)cc1 the results were AP complement 10, CatL inh 8, CatB mixtures 4, CatB block -2, Ec RNAP inh 4, FXIa inh mix 1, CatS inh -2, C1s block -1 and Cathepsin G inh 7.
